Mdm2 ligase inh = inhibitors of human Mdm2 E3 ubiquitin ligase | signal enhancement, % at 5 µM | Q00987 | cell-based MDM2 ubiquitination luciferase reporter, 2 h; 0 = plate control, 100 = twice control, blank-subtracted | hit rate 0.11% among 210,000 | AID 1230;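 active = signal enhancement of 30% or more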;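 note: luminescence tracks abundance of the self-degrading MDM2-luciferase fusion protein; higher signal means inhibition of MDM2 E3 ligase activity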
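Test system: mammalian cells stably expressing self-ubiquitinating, self-degrading MDM2 E3–luciferase fusion; Amount: 2000 cells in each well; Medium: DMEM; Schedule: 4 h settle plus 2 h compound, 37 °C; Technique: SteadyLite luciferase luminescence after 15 min room-temperature reagent incubation; Benchmarks: plate control and blank wells.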
Rad51 HR inh = blocks human Rad51 in homologous recombination; hRad51 DNA strand exchange, fluorescence dequenching; inhibition, % at 10 µM; hit rate 0.085% among 200,000; AID 1385; Q06609;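 active = inhibition above 40% at the single screening dose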;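 note: 0% = DMSO control wells and 100% = blanks with heterologous ssDNA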
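Material: Human Rad51 nucleoprotein filaments preassembled on unlabelled ssDNA | Also added: Labelled 47-mer dsDNA for strand exchange | Dosing: Single dose, 10 µM final compound | Schedule: 30-min compound preincubation and 15-min exchange, both room temperature | Technique: Fluorescence dequenching at 485/520 nm | Measure: Percent inhibition relative to plate controls and blanks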
EBV gp42 block = blocks Epstein-Barr virus glycoprotein 42 binding; Fluorescence polarization binding assay, mP read-out; inhibition, % (tested at 21.74 µM); hit rate 0.42% among 220,000; in the data active = inhibition above about 50%
zVAD death inh = L929 zVAD cell death inhibition; L929 zVAD necroptosis rescue, ATP luminescence, 24 h; with zVAD 60 µM; viability rescue, % at 10 µM; hit rate 0.38% among 220,000; AID 1377;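 active = activation, scaled between plate controls, above about 75%, limit read from the data; inactive = activation under that limit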;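 note: 0% = zVAD with DMSO and 100% = DMSO alone without zVAD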
PERK inh = blocks human PERK kinase; Q9NZJ5; CHO PERK-DD fusion, SEAP luminescence translation reporter; hit rate 0.17% among 220,000; inhibition, % at 5.6 µM;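 active = inhibition above the mean inhibition of all tested compounds plus 3 SD, set separately per screening campaign, cut at about 2.9% in these data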;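 note: PERK kinase domain activated by AP20187 dimerizer at 100 nM; 0% = DMSO with dimerizer and 100% = rapamycin at 8.4 µM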
Calpain2 inh = blocks pig calpain II enzyme activity; purified calpain II, fluorogenic peptide substrate, 30 min; inhibition, % at 16 µM; hit rate 0.37% among 220,000;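 active = inhibition above about 50%, limit read from the data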
TNF death inh = blocks TNF-alpha induced death of Jurkat FADD-/- cells. Jurkat FADD-/- TNF necroptosis rescue, ATP luminescence, 24 h; 0 = TNF only, 100 = no-TNF cells. activation (protection from cell death), % at 10 µM. hit rate 0.068% among 220,000. AID 463075;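 active = activation, meaning protection from cell death, of at least 50% relative to plate controls; inactive = activation below 50%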;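 note: necroptosis triggered by 40 ng/mL TNF-alpha added together with compound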
KCC2 mod = KCC2 (human) Cl- transport modulation | KCC2 cells, thallium flux FluoZin-2 fluorescence | Q9H2X9 | B-score of Tl+ flux slope (higher = more flux/activation; lower = inhibition) at 10 µM | hit rate 2.2% among 190,000;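 active = thallium flux slope and its plate-corrected score both differing from the plate sample mean at a set confidence after two filtering rounds, in either direction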;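 note: slope of fluorescence scaled to starting intensity during 10 to 20 s after thallium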
eIF4E 4G PPI = inhibitors of eIF4E and eIF4G interaction in translation initiation | P63073+Q04637 | inhibition, % at 21.7 µM | hit rate 0.37% among 220,000 | TR-FRET eIF4E-eIF4GI(517-606) binding, 2 h;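 active = inhibition above about 30%, limit read from the data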;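 note: 0% = full FRET control wells and 100% = background wells lacking eIF4GI fragment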
Numbers without * were called inactive; . = no result given; [ ] = dose if it differs, or a comment. Hits appear at their usual frequency. About 3.6% of those tested had a hit in this group.

SMILES	zVAD death inh	Mdm2 ligase inh	eIF4E 4G PPI	KCC2 mod	Rad51 HR inh	EBV gp42 block	PERK inh	TNF death inh	Calpain2 inh
Cc1ccc(CCNC(=O)Cn2cccc2)cc1	0.0	-8	-14	.	1	-5	-0.2	-0.5	-5
C/C=C/C=C/C(=O)N1CC[C@]23c4ccccc4N[C@H]4N(C)c5cccc6c5[C@]42CCN([C@H]6C2OC2(C)C)[C@H]13 (stereo partly specified)	0.5	-30	-19	-0.42	2	-15	.	-3.3	-57
CCOc1ccc(S(=O)(=O)Nc2ccc(C(=O)NN)cc2)cc1	-0.3	.	-1	1.1	23	-10	0.7	-3.1	-18
O=C(NCCOC(=O)c1cccs1)c1cccnc1	1.1	-12	13	1.2	-3	-10	0.6	-1.1	-8
C=CCn1c(SCc2ccc3c(c2)OCO3)nc2scc(-c3ccco3)c2c1=O	-0.1	-13	1	0.49	-4	-24	0.2	-0.9	-39
c1ccc2c(c1)CCOC2CNCCCN1CCCCC1 (stereo unspecified)	0.0	-3	3	.	-5	-7	-0.9	1.7	-21
Cc1ccnc(N2CCC(C(=O)NC3CCCCCC3)CC2)n1	0.5	-12	-1	-0.43	-2	1	-0.3	0.6	-22
CCOC(=O)C1C(=O)NC(N2CCCCC2)=NC1c1ccccc1 (stereo unspecified)	1.0	-9	0	0.32	8	-7	1.6	1.4	-20
C=CCN(c1ccc(C(=O)N2CCCC2)cc1)S(C)(=O)=O	-0.1	-12	2	.	-8	-14	0.2	-1.4	0
O=C1NC(CCc2ccccc2)C(=O)N1CCOc1cccc(Br)c1 (stereo unspecified)	-0.4	-5	0	1	31	-10	0.6	0.8	8
O=C(COc1ccc(Cl)cc1)Nc1nc(-c2cccs2)cs1	1.6	-4	2[fluorescence artefact?]	0.66	10	1	-0.6	-0.2	31
Cc1ccc2oc(-c3ccc(NC(=O)c4ccncc4)cc3O)nc2c1	1.1	-6	-7	-0.3	-1	-2	0.2	-0.3	-455
Cc1cc(NC(c2cccnc2)c2ccc3cccnc3c2O)no1 (stereo unspecified)	48	-20	1	-1.4	-3	-23	0.3	-17	4
CN1Cc2ccccc2CC1CNCc1c(C(=O)N2CCCC2)nc2ccccn12 (stereo unspecified)	-0.9	-11	-1	.	-15	-9	0.3	-0.5	19
N#CC1=C(N)N2C(=C(C#N)C1c1ccccc1)Sc1ccccc12 (stereo unspecified)	-0.6	-8	-15[fluorescence artefact?]	.	-14	90*	0.8	0.6	-44
Cn1ccnc1/C(=N\NC(=O)c1ccccc1)c1cccc([N+](=O)[O-])c1	0.7	-4	4	-0.88	-49	-10	0.0	7.5	-13
Oc1ccc(N2CCN(C(=S)NCc3ccccc3)CC2)cc1	1.5	-12	3	0.7	-96	-7	1.0	-8.4	-18
COc1cc2c(=O)n(-c3ccc(C)cc3)c(=O)n(CC(=O)c3ccc4c(c3)OCO4)c2cc1OC	-2.6	14	-2	-0.18	.	-9	0.2	-3.0	-44
Cc1ccc(Nc2nc(C(=O)NCc3ccco3)cs2)cc1	15	-20	-7	.	6	-16	0.1	-2.1	21
Fc1cccc(F)c1CN1CCN(c2ncccn2)CC1	-0.2	-12	0[fluorescence artefact?]	.	6	-14	0.9	-0.5	-41

Three of the entries above in order of the Rad51 HR inh value, smallest number first.
canonical_smiles | Rad51 HR inh
Cn1ccnc1/C(=N\NC(=O)c1ccccc1)c1cccc([N+](=O)[O-])c1 | -49
c1ccc2c(c1)CCOC2CNCCCN1CCCCC1 (stereo unspecified) | -5
Fc1cccc(F)c1CN1CCN(c2ncccn2)CC1 | 6

Next results:
SMILES	zVAD death inh	Mdm2 ligase inh	eIF4E 4G PPI	KCC2 mod	Rad51 HR inh	EBV gp42 block	PERK inh	TNF death inh	Calpain2 inh
CCC(=O)N1CCN(c2ccccc2NC(=O)COc2ccccc2Cl)CC1	-0.5	-6	-1[fluorescence artefact?]	.	-2	-6	-0.8	-0.6	-32
COc1cccc(-c2nc(CS(=O)(=O)CC(=O)NC3CCCc4ccccc43)c(C)o2)c1 (stereo unspecified)	0.5	13	8	-0.039	-3	5	0.5	-0.7	-19
COc1ccc(CC(=O)Nc2ccccc2C(=O)N2CCOCC2)cc1	-0.6	3	6	-0.31	20	-2	0.4	0.0	23
COC(=O)c1nn(C23CC4CC(CC(C4)C2)C3)c2c1C(=O)N(c1ccc(F)cc1)C2=O	0.3	-27	6	.	0	-27	1.5	-2.6	-75
Oc1ccccc1C=NCC(O)c1ccccc1 (stereo unspecified)	-0.2	3	4	-0.39	1	3	1.1	0.5	-10
COc1ccc2cc(CN(Cc3ccco3)C(=S)NCC3CCCO3)c(=O)[nH]c2c1 (stereo unspecified)	0.8	23	-3	-0.73	-5	10	0.6	-2.7	-31
CN(C)C(=O)Cn1nc(-c2ccccc2)c2ccccc2c1=O	-0.9	-13	4	-0.0046	1	0	-0.4	-0.5	4
O=C(Cn1cnc([N+](=O)[O-])n1)NCCO	0.8	-1	2	0.15	.	-10	-0.1	0.1	-7
COC(=O)c1ccc(NC(=S)NNC(=O)c2ccccc2)cc1	4.7	12	-5	0.2	-6	-16	0.6	1.4	15
CCCCCCC(C)NC(=S)Nc1cc(S(=O)(=O)N(C)C)ccc1C (stereo unspecified)	0.3	-4	-8	1.8	5	6	-0.6	0.6	3
CC1CCN(c2ccccc2NC(=S)NC(=O)C(C)(C)C)CC1	-0.1	-11	-2	1.6	-14	7	1.4	-0.7	18
COc1ccc(NC(=O)Nc2ccc(N3CCOCC3)c3nonc23)c(OC)c1	-0.1	-54	2	0.71	-6	-6	2.5	-0.2	14
Cc1ccc(OCC(O)CN2CC3(C)CC2CC(C)(C)C3)cc1 (stereo unspecified)	1.2	-18	5	0.18	-1	-12	0.0	3.1	1
Cc1cc(=O)n(C)c(=O)n1CCCCCOc1cccc([N+](=O)[O-])c1	0.2	-2	-1	1.2	2	-3	-0.7	-3.2	2
CC1(C)CC(=O)C(C=NCCN2CCN(CC(=O)Nc3ccc(F)cc3)CC2)=C(O)C1	0.6	1	-3	1.1	.	0	1.1	0.2	-13
CCOc1ccc(NC(=O)NCC2CCN(c3ccc(OC)cc3)C2)cc1 (stereo unspecified)	0.7	-1	-4	1.2	10	-1	0.1	1.6	-27
CCOC(=O)C1=C(CSc2n[nH]c(N)n2)NC(=O)NC1C (stereo unspecified)	0.3	-23	-2[fluorescence artefact?]	0.82	-5	-20	1.3	-3.0	-6
N#CC1(NC(=O)COc2ccc3oc4ccccc4c3c2)CCCCC1	0.4	-15	-2	-0.89	3	-16	-0.1	1.8	1
N#CCCN1CCN(Cc2cc(-c3ccccc3)ccc2O)CC1	-0.1	-1	-7	-0.77	-8	-33	0.0	0.0	6
COc1ccc(NC(=S)N2CCCCC2c2cccnc2)cc1 (stereo unspecified)	-0.1	-9	-2	0.019	8	-9	1.2	1.0	7

Part of the list above, limited to eIF4E 4G PPI and TNF death inh:
Compound	eIF4E 4G PPI	TNF death inh
C=CCn1c(SCc2ccc3c(c2)OCO3)nc2scc(-c3ccco3)c2c1=O	1	-0.9
c1ccc2c(c1)CCOC2CNCCCN1CCCCC1 (stereo unspecified)	3	1.7

The list goes on:
SMILES	zVAD death inh	Mdm2 ligase inh	eIF4E 4G PPI	KCC2 mod	Rad51 HR inh	EBV gp42 block	PERK inh	TNF death inh	Calpain2 inh
CC1CCCCC1NC(=O)/C(C#N)=C/c1ccc(OCC(N)=O)cc1 (stereo unspecified)	0.0	-21	-1[fluorescence artefact?]	-0.66	1	-3	-0.1	-0.5	-12
N/C(=N\S(=O)(=O)c1ccc(Cl)s1)c1ccccc1	-0.1	-2	-3	0.26	-8	-6	0.0	1.0	-80
CC1CN(Cc2nc3c(c(=O)n(C)c(=O)n3C)n2CCN2CCOCC2)CC(C)O1 (stereo unspecified)	0.1	-10	-2	0.89	0	-4	-0.7	1.6	-1
CSc1ccccc1NC(=O)Cn1nnc(-c2ccc(S(C)(=O)=O)cc2)n1	29	10	-1	0.07	2	10	0.2	0.8	8
Cc1cc(C)c(C)c(S(=O)(=O)NC(C(=O)O)C(C)C)c1C (stereo unspecified)	6.2	-27	-2	0.048	0	-13	0.2	0.4	-38
CCC(Sc1nc(=O)cc(N)n1CCc1ccccc1)C(=O)Nc1ccccc1C#N (stereo unspecified)	0.3	-6	7	-0.018	-7	3	0.4	-2.6	-1
Cc1ccsc1C(=O)Nc1n[nH]c(C(F)(F)F)n1	-0.8	-7	4	-0.0047	3	-9	0.1	-23	-11
O=c1c2c3c(sc2ncn1/N=C/c1ccc(Br)o1)CCCC3	0.6	4	-3	-1.7	-1	6	1.4	0.7	-6
Cc1cc(/C=C2/C(=O)NN(c3ccccc3)C2=O)c(C)n1-c1ccc(O)cc1	4.7	-49	-7	-0.21	.	0	0.2	3.2	-16
NC(=O)CSc1nnc(-c2ccccn2)n1Cc1ccco1	0.0	-1	3	0.044	.	-6	0.0	0.5	-13
CCN(CC)S(=O)(=O)c1ccc(S(=O)(=O)Nc2cc3c(cc2C(C)=O)OCO3)cc1	-0.1	3	-2	-0.063	-2	-22	0.3	0.8	-108
COc1cc(O)c(C(CCN2CCN(c3ccccc3)CC2)c2ccc(N(C)C)cc2)c(OC)c1 (stereo unspecified)	-0.5	6	2	0.1	-6	-8	.	5.2	-20
CC(=O)Nc1c(C(=O)N2CCN(c3ccccn3)CC2)cnn1-c1ccc(C)cc1	0.6	-13	1	1.4	21	-22	-0.7	0.2	-26
CCOC(=O)C(NC(=O)c1ccccc1Cl)(Nc1sc2c(c1C(N)=O)CCC2)C(F)(F)F (stereo unspecified)	-0.3	-13	3	-0.33	-9	-16	0.0	-0.2	-54
CC1CC1C(=O)OCC(=O)NC(=O)NCc1ccco1 (stereo unspecified)	0.3	3	3	0.51	2	-3	0.6	1.7	-52
CCOC(=O)c1c(-c2cccs2)csc1NC(=O)CCCC(=O)O	0.1	3	-1	.	.	9	0.8	-0.3	-5
CC1=C(C(=O)OCC(Cl)(Cl)Cl)N2C(=O)C(NC(=O)Cc3ccccc3)C2SC1 (stereo unspecified)	21	-7	2	-2.2	11	-15	0.6	0.5	-5
CCOc1cccc(-c2nnc3sc(COc4ccc(C)cc4)nn23)c1	3.4	1	-12	0.055	8	-6	0.6	0.3	4
Cc1nc2ccccc2n1CCc1nc2c3ccccc3nc(SCC(=O)NCc3ccco3)n2n1	-0.7	1	2	.	4	-6	-1.6	-1.9	-87
Cc1ccc(-c2cc(-c3n[nH]c(=S)o3)c3ccccc3n2)cc1	44	-19	4	17*	-2	11	0.3	0.6	-47
CCN1C(=O)CC(N2CCC(Nc3ccc(OC)cc3)CC2)C1=O (stereo unspecified)	-0.1	-17	2	.	12	-24	-0.2	0.0	-14
Cc1ccc(NC(=O)CSc2ncc(S(=O)(=O)c3ccccc3)c(=O)[nH]2)cc1C	1.7	0	2[fluorescence artefact?]	-1.5	-2	-10	0.5	1.6	6
O=C(NCC(c1ccco1)N1CCCC1)c1ccc(Cl)cc1 (stereo unspecified)	-0.4	-11	0	-0.64	5	-7	-0.6	0.8	1

Screens as filed in PubChem BioAssay.
